Bioassay records as filed in PubChem BioAssay.
HT1080 IDH1KD tx – toxicity to HT-1080 IDH1 knockdown cells (counter line); Potency, µM (top dose mostly 46.1 µM), without a hit: at the top dose activity, negative = toxicity, actives largely listed as cytotoxic; AID 686971; HT-1080 IDH1 knockdown viability, ATP luminescence, 48 h; 360,000 tested, 2% active;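 note: potency is the fitted concentration of half-maximal effect; 0% = DMSO wells and -100% = cell-free medium wells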
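CellTiter-Glo luminescence after 48 h compound exposure at 37 degrees C of IDH1-knockdown HT-1080 cells in 5% FBS RPMI. %Activity scaled between DMSO wells and cell-free media wells, with curves fitted and assigned curve classes.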
IL1B secr inh – blocks inflammasome-driven IL-1 beta release; THP-1 LPS/ATP IL-1B secretion, AlphaLISA, 16 h; hits give low values; activity change, % at 57.5 µM; 360,000 tested, 4.7% active; in the data active = activity change below about -50%; inconclusive = mostly about -30% to -49%; note: % is set by controls: 0 for no effect and ±100 for the full control effect
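Secreted IL-1B measured by AlphaLISA bead assay after 16 h compound exposure of THP-1 cells; compounds (final up to 57.5 uM) added 1 h before LPS (250 ng/mL) and ATP (1.25 mM) stimulation; lower signal means less secretion.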
KB-3-1 cytotox – kills parental KB-3-1 adenocarcinoma cells | KB-3-1 viability, CellTiter-Glo ATP luminescence, 72 h | Potency, µM (highest dose often 46.1 µM), for the others: at the top dose activity change, negative = cytotoxic, actives largely listed as cytotoxic | 400,000 tested, 1.4% active | AID 1347075; note: potency is the fitted concentration of half-maximal effect; % is set by controls: 0 for no effect and ±100 for the full control effect; nearly all actives have a fitted effect of over 60% in size
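Luminescent ATP read-out (CellTiter-Glo) measures survival of drug-naive KB-3-1 cells after 72 h compound exposure at 37 °C. Titration series was screened from lowest to highest concentration, with DMSO vehicle plates as background controls.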
MCF10A rerep – induces DNA re-replication in MCF 10a normal breast cells. MCF 10A DNA re-replication, Hoechst nuclear intensity, 48 h. Potency, µM (highest dose often 46.1 µM), inactives show at the top dose activity, positive = re-replication, hits mostly activators. 350,000 tested, 2.9% active; note: potency is the fitted concentration of half-maximal effect; % of control where 0% means no effect; nearly all actives have a fitted effect of over 50% in size
HT1080-NT tox – kills 2HG-producing HT-1080-NT fibrosarcoma cells. HT-1080-NT fibrosarcoma viability, CellTiter-Glo ATP luminescence, 48 h. Potency, µM (series often up to 46.1 µM), for inactives: top-dose activity, negative = less viability, actives largely listed as cytotoxic. 360,000 tested, 1.6% active. AID 686970;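 note: NT is the 2HG producing partner of a matched IDH1 knockdown line; potency is the fitted concentration of half-maximal effect; 0% = DMSO-treated cells and -100% = media-only wells without cells; nearly all actives have a fitted effect of over 55% in size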
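HT-1080-NT fibrosarcoma cells (2HG-overproducing), 750 cells/well in RPMI with 5% FBS, dosed after 2 h and incubated 48 h at 37C. CellTiter-Glo luminescence normalized to DMSO and no-cell wells; concentration-response curves fitted and classed.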
SW480 rerep – DNA re-replication induction in SW480 cells; SW480 DNA re-replication, Hoechst DNA content imaging, 48 h; Potency, µM (series often up to 46.1 µM), for inactives: at the highest dose re-replication activation, usual class: activators; 340,000 tested, 1.8% active; AID 624297; note: potency is the fitted concentration of half-maximal effect; % of control where 0% means no effect; nearly all actives have a fitted effect of over 55% in size
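Readout is total intensity of Hoechst-stained nuclei, excited at 405 nm and collected at 500-530 nm. Compound treatment lasted 48 hr at 37 C in 5% CO2 before staining.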
ATXN2 expr inh – ATXN2 expression inhibition; HEK-293 ATXN2-luciferase reporter, luminescence, 24 h; Potency, µM (titrated, usually from 57 µM), without a hit: at the top dose activity change, negative = inhibition, actives largely listed as inhibitors; 360,000 tested, 0.72% active; note: potency is the fitted concentration of half-maximal effect; % is set by controls: 0 for no effect and ±100 for the full control effect; nearly all actives have a fitted effect of over 55% in size
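qHTS (up to 57 uM final) was run with 24 h compound exposure of reporter cells at 37 °C. Each well was multiplexed: SteadyGlo luminescence measured ATXN2-luciferase expression after a fluorogenic Gly-Phe-AFC viability readout (25 uM final).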
KB-V1 MDR tox – kills drug-selected multidrug resistant KB-V1 cells. KB-V1 MDR cells viability, CellTiter-Glo, 72 h. Potency, µM (highest dose often 46.1 µM), without a hit: at the highest dose activity change, negative = cytotoxicity, actives largely listed as cytotoxic. 400,000 tested, 3.4% active. AID 1347076; note: potency is the fitted concentration of half-maximal effect; % is set by controls: 0 for no effect and ±100 for the full control effect; nearly all actives have a fitted effect of over 60% in size
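KB-V1 cells (P-gp-expressing MDR subline of KB-3-1) in phenol-red-free DMEM with 10% FBS were exposed to library compounds over a concentration series for 72 h at 37 degrees C. Viability read by CellTiter-Glo luminescence; concentration-effect curves fitted after normalization.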
WRN inhibitor – inhibitors of human WRN helicase | Q14191 | WRN helicase unwinding, fluorescent forked duplex, kinetic | Potency, µM (highest dose often 114 µM), inactives show at the highest dose activity change, negative = inhibition, hits mostly inhibitors | 360,000 tested, 0.46% active; note: potency is the fitted concentration of half-maximal effect; % is set by controls: 0 for no effect and ±100 for the full control effect; nearly all actives have a fitted effect of over 55% in size
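Kinetic red-fluorescence monitoring (525/598 nm) tracks WRN helicase activity after 100 nM fluorophore-quencher forked duplex and 2 mM ATP are added to 20 nM enzyme pretreated 15 min at room temperature with compound.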
* = called active by the depositor; ? = inconclusive; nt = no result given; [ ] = remark or other dose. Unless noted, calls come from the whole dose curve; as a rule, active = well fitted curve in the direction sought with a large enough effect; inconclusive = small, poorly fitted or top-dose-only effect, or another doubt; inactive = no such curve, though single readings can be large; an effect the other way counts as inactive or inconclusive.

SMILES | HT1080 IDH1KD tx | IL1B secr inh | KB-3-1 cytotox | MCF10A rerep | HT1080-NT tox | SW480 rerep | ATXN2 expr inh | KB-V1 MDR tox | WRN inhibitor
CC1Nc2ncnc(N3CCOCC3)c2N(Cc2ccccc2)C1=O (stereo unspecified) | 3% | 29 | 0% | -4% | 0% | -2% | 2% | -7% | 3%
CCCn1cc(NC(=O)c2cc(-c3ccccc3)on2)cn1 | ? | 0 | -13% | -13% | ? | ? | 32%[activator] | -6% | -14%
c1cc(-c2ccc(N3CCOCC3)cc2)n2ccnc2c1 | 12% | 36 | 0% | nt | 1% | nt | 17% | 0% | 0%
O=C(NC1CCCCC1)c1ccc([N+](=O)[O-])cc1 | 7% | -2 | 7% | -1% | 23% | 2% | 20% | 2% | 7%
COc1ccc(CC(NC(C)=O)C(=O)NC2CCN(c3c4c(nc5ncnn35)CCC4)CC2)cc1OC (stereo unspecified) | 9% | 8 | 7% | 1% | 6% | -1% | 0% | ? | 6%
COc1ccc(-c2csc(NC(=O)C3CC(=O)N(c4ccc5c(c4)OCCO5)C3)n2)cc1 (stereo unspecified) | ? | 0 | 0% | 22% | -25% | nt | -30% | 21µM* | -9%
CC(C)CC(=O)N/C(N)=N/c1nc2ccccc2o1 | 0% | 37 | ? | -1% | -16% | -2% | 25% | -19% | 8%
CC(=O)c1cccc(NC(=O)CCCOc2ccc(C)cc2)c1 | 5% | 14 | -1% | 14% | -2% | -1% | 1% | ? | -14%
CC(C)CNC(=O)CN(c1cccc(Cl)c1)S(C)(=O)=O | 13% | -7 | ? | -7% | 11% | -10% | -8% | -2% | -6%
Cc1cc(=O)[nH]c(SCC(=O)NCCc2ccccc2)n1 | -1% | 17 | -3% | 3% | -1% | -5% | -2% | -6% | -2%
CCC(C)/C(C)=N/NC(=O)CSc1nc2ccccc2[nH]1 (stereo unspecified) | -10% | 4 | -16% | 0% | -5% | 0% | 0% | 8% | 1%
COc1ccc(CN2C(=O)CN(C3CCCCCC3)C(=O)C2c2ccc(F)cc2)cc1 (stereo unspecified) | 4% | -14 | 4% | -12% | 12% | 5% | -4% | -13% | 3%
COc1ccccc1NC(=O)N(Cc1ccccc1)C1=NCC(C)S1 (stereo unspecified) | -3% | 36 | 2% | ? | -1% | -24% | nt | -1% | -18%
COc1ccc(CNC(=O)CC2(CC(=O)O)CCCCC2)cc1 | -2% | -4 | 1% | -17% | -1% | -1% | nt | 0% | 5%
CCCCCCCCCn1ccc(=N)cc1 | 15µM* | -94* | 0.52µM* | 24% | ? | 2% | 2.1µM* | 16µM* | -11%
CCC(=O)Nc1cccc(C(=O)/C=C/c2cccs2)c1 | -10% | -95* | 0% | 24% | -7% | ? | nt | -6% | -17%
Cc1ccc(CSc2nnc3nc(C)cc(C)n23)cc1 | 23% | -2 | 16% | 4% | 24% | 2% | -4% | -7% | -20%[57.1 µM]
Cc1ccccc1-n1nnnc1SCC(C)C | -2% | 15 | -6% | 0% | 1% | -135%[inhibitor] | 4% | 5% | 5%
N#Cc1c2n(c3c(=S)nc[nH]c13)CCCCC2 | -20% | 35 | ? | ? | -22% | 1% | -18% | -13% | -9%
c1ccc2c(OCCCCN3CCOCC3)cccc2c1 | -3% | -4 | -12% | ? | -3% | -131%[inhibitor] | 1% | 2% | -4%[11.6 µM]
CCCCCCCCCCCCN1[C@@H](CC(=O)OC)c2cc(F)cc(F)c2S1(=O)=O | 2% | 18 | 15% | ? | 6% | 0% | 3% | 0% | -10%
O=[N+]([O-])c1cccnc1Sc1n[nH]c(-c2ccc(Cl)cc2)n1 | -10% | ? | -11% | -1% | -5% | ? | nt | 1% | -10%
O=c1nc(NCc2ccccc2Cl)cn[nH]1 | 7%[9.24 µM] | -1 | -13% | ? | -5% | -1% | -11% | 12% | -4%[57.1 µM]
CC1CN(CCN2CC(C)N(C=O)CC2C)C(C)CN1C=O (stereo unspecified) | -1% | -3 | 3% | 0% | -1% | 1% | -9% | 22% | -3%
CN(C(=O)COC(=O)c1ccc2c(c1)OCCO2)C1CCCCC1 | 2% | 18 | 8% | 0% | 6% | -2% | 26% | -2% | 6%

The last two entries of the part before come first, to join the parts:
SMILES | HT1080 IDH1KD tx | IL1B secr inh | KB-3-1 cytotox | MCF10A rerep | HT1080-NT tox | SW480 rerep | ATXN2 expr inh | KB-V1 MDR tox | WRN inhibitor
CC1CN(CCN2CC(C)N(C=O)CC2C)C(C)CN1C=O (stereo unspecified) | -1% | -3 | 3% | 0% | -1% | 1% | -9% | 22% | -3%
CN(C(=O)COC(=O)c1ccc2c(c1)OCCO2)C1CCCCC1 | 2% | 18 | 8% | 0% | 6% | -2% | 26% | -2% | 6%
Cc1cc(=O)oc(C)c1C(=O)Nc1cccc(F)c1 | -2% | 0 | 7% | -8% | 0% | -19% | 24% | 14% | 6%
CCOC(=O)C1CCCN(Cc2cc(OC)c(O)c(OC)c2)C1 (stereo unspecified) | 22% | 3 | 1% | -1% | 5% | -3% | -3% | -19% | 2%
c1ccc2c(Nc3nc(N4CCOCC4)c4ccccc4n3)cccc2c1 | 15µM* | -109* | ? | 18µM* | 21µM* | ? | ? | ? | -18%[57.1 µM]
CCOC(=O)C(NC(C)=O)(Nc1ccc(S(=O)(=O)Nc2nccs2)cc1)C(F)(F)F (stereo unspecified) | -1% | 1 | -3% | 17% | -4% | 2% | -6% | -12% | -12%
CCCc1cc(=O)oc2c(C)c(OCC(=O)N3C[C@H]4C[C@@H](C3)c3cccc(=O)n3C4)ccc12 | 5% | 4 | -3% | -2% | 2% | -75%[inhibitor] | -6% | -3% | -7%
CC(=O)Nc1ccc(-c2cc3ccccc3o2)cc1 | -3% | -15 | 5% | 4% | -5% | 6% | 81%[activator] | -1% | -7%
Cc1nc2ccc(NC(=O)N3CCOCC3)cc2nc1C | -3% | -9 | 15% | 0% | 21% | -1% | 4%[11.3 µM] | 20% | 1%
COc1cc(C2/C(=C(\O)c3ccc4c(c3)CC(C)O4)C(=O)C(=O)N2Cc2ccco2)ccc1O (stereo unspecified) | 11% | 6 | 1% | -5% | 7% | 0.52µM* | 0% | -16% | -9%
O=C1c2cccc3cccc(c23)C(=O)N1c1ccccn1 | -1% | -7 | 0% | 0% | -2% | 6% | nt | -1% | -4%
CCOC(=O)c1ccc(NC(=O)C2CC2)cc1 | 2% | 0 | -12% | -5% | -22% | -5% | 22% | -3% | -3%
COC(=O)c1cn(C(=O)c2ccc(C)cc2)c2ccccc12 | -17% | -1 | 0% | 4% | -18% | 7.3µM* | nt | -12% | -2%
COc1ccc(CC(=O)OCC(=O)NC(=O)NC23CC4CC(CC(C4)C2)C3)cc1 | 1% | 26 | 30% | 9% | 3% | -1% | -6% | 7% | -15%
Cn1nccc1NS(=O)(=O)c1ccc(NC(=O)C(F)(F)F)cc1 | 20% | nt | -6% | 5% | 21% | 2.9µM* | -22% | -3% | 9%
COc1ccc(CNC(=O)CN(Cc2ccc(C)cc2)S(=O)(=O)c2ccc(Cl)cc2)cc1 | -17% | -9 | -17% | -4% | -1% | 0% | -6% | 0% | 8%
COc1ccc(OC)c(NC(=O)CCN2C(=O)c3ccccc3C2=O)c1 | 8% | 0 | 13% | -3% | 2% | ? | 4% | 0% | 5%
Cc1ccccc1C(=O)N1CCC(C(=O)Nc2ccc(F)cc2)CC1 | 8% | -15 | -7% | -2% | 4% | 0% | 37%[activator] | -4% | 2%
CC(=O)C1C(c2cccc(F)c2)c2c(n[nH]c2C)CC1(C)O (stereo unspecified) | -1% | 12 | 0% | ? | 12% | -23% | -29% | -19% | 5%
CCn1cc(CNC(=O)c2ccc(Cl)c([N+](=O)[O-])c2)c(C)n1 | 2% | -13 | -14% | 7% | 1% | -3% | -9% | -31% | 6%
CCOc1ccc2nc(SCC(=O)N(CC(C)C)c3c(N)n(Cc4ccccc4)c(=O)[nH]c3=O)[nH]c2c1 | 0% | 0 | 16% | 1% | 2% | 4% | -1% | 0% | 16%
CN(Cc1c(F)cccc1Cl)C(=O)c1ccc2ccccc2n1 | -1% | 14 | -3% | 0% | 1% | -8% | -5% | -12% | -8%
CN(C)CCNc1ncnc2c1sc1nc(-c3ccccc3)c3c(c12)CCCC3 | 18µM* | -76* | -1% | ? | 10µM* | 4% | 32µM* | ? | 20%
Cc1ccc(CNC(=O)c2ccc(N3CCC4(CC3)CC(c3ccccc3)=NO4)c(NC(=O)c3ccc(Br)cc3)c2)cc1 | 11% | -19 | 0% | -18% | 4% | -48%[inhibitor] | 11% | -9% | 6%
COc1ccc(-n2c(C)cc(/C=C3\C(=O)NN(c4ccccc4)C3=O)c2C)cc1 | 14% | 3 | -2% | -3% | 20% | -1% | 36%[activator] | 3% | -2%
Cn1c(=O)c2c(ncn2CCC(=O)N/N=C/c2ccncc2)n(C)c1=O | 13% | nt | -2% | nt | 1% | nt | -29% | 1% | 2%
COc1cccc(C2C(C(=O)c3cc4ccccc4o3)=C(O)C(=O)N2c2cc(C)on2)c1OC (stereo unspecified) | -3% | 20 | 1% | 17% | -7% | -5% | 0% | 0% | -4%
COc1cc(/C=C/C(=O)c2ccc(Cl)s2)cc(OC)c1O | 11µM* | -105* | -30% | ? | ? | ? | ? | ? | -22%
Cc1ccc(NC(=O)C2=NNC(=O)CC2)cc1F | 18% | -5 | 7% | ? | 12% | ? | 30% | -10% | -7%
Cc1ccc2cc(C)c(NCCO)nc2c1 | 12% | 1 | -4% | 1% | 10% | -7% | -2% | 17% | -13%
O=c1cc(-c2ccccc2)nc2cc(-c3ccc(Br)cc3)[nH]n12 | -4% | 10 | -22% | 3.3µM* | -1% | -2% | 7% | -25% | -10%
